NadD block – NadD (S. aureus) enzyme inhibition; purified NadD enzyme, colorimetric absorbance read-out; inhibition, % at 20 µM; 360,000 compounds, 0.78% hits; in the data active = inhibition above about 26%; note: some compounds past the cut are filed as inactive
Rin1-Abl PPI inh – blocks binding of human Rin1 to Abl; P00519+Q13671; TR-FRET Rin1/Abl binding, biochemical; inhibition, % at 7.35 µM; 360,000 compounds, 0.4% hits; AID 588664; in the data active = inhibition above about 5%, passing the limit was not always enough
DNMT1 block – blocks human DNA methyltransferase DNMT1; P26358; DNMT1 molecular beacon, Hinp1I cleavage, fluorescence; inhibition (reported as % activation of signal), % at 10 µM; 360,000 compounds, 0.83% hits; AID 588458; in the data active = inhibition above about 50%
LMPTP block – blocks human LMPTP phosphatase; 360,000 compounds, 0.22% hits; P24666; inhibition, % at 20 µM; recombinant LMPTP-A, OMFP fluorogenic substrate, fluorescence intensity;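 active = compounds that cut the enzyme signal by at least half of the control window in the single-dose screen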;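 note: plate controls were DMSO wells with enzyme plus substrate for no effect and substrate without enzyme for full effect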
Target sequence (P24666 whole entry, looked up): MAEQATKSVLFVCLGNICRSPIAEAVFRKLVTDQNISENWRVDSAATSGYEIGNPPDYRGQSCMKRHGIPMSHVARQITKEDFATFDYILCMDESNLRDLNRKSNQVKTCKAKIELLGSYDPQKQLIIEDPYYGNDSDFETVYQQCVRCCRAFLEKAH
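test system = LMPTP-A | amount = 0.625 nM LMPTP-A final | reagent = fluorogenic phosphatase substrate OMFP at 400 µM final | incubation = 50 min at room temperature | benchmarks = no-enzyme low control, uninhibited high control | medium = Bis-Tris pH 6.0, DTT, detergent | signal = fluorescence intensity of OMFP turnover product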
Scp1 inh – inhibitors of human Scp-1 phosphatase; Q9GZU7; inhibition, % at 20 µM; 340,000 compounds, 0.88% hits; Recombinant Scp1, phosphopeptide, malachite green phosphate absorbance;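 active = inhibition above about 50% at 20 µM, limit read from the data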;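 note: plate controls were DMSO wells with enzyme for no effect and wells lacking enzyme for full effect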
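Test system: SCP-1 phosphatase catalytic domain, residues 76-261 | Compound dosing: One concentration, 20 µM, with 1.0% DMSO | Schedule: 45 min room-temperature reaction, 5 min colour, 30 min stabiliser | Detection: Absorbance at 630 nm | Read-out basis: % inhibition of SCP-1 phosphate liberation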
SUMO1-SIM PPI – modulators of human SUMO1-mediated protein-protein interactions; inhibition, % at 20 µM; 360,000 compounds, 0.33% hits; SUMO1 binding to a labelled peptide, TR-FRET, 1 h; AID 602429; in the data active = inhibition above about 37%
CSN inh – blocks human CSN-mediated cullin deneddylation | Q92905 | Purified CSN, SCF-Nedd8-OG deneddylation, fluorescence polarization | inhibition, % at 12.5 µM | 360,000 compounds, 0.38% hits;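 active = pattern-corrected inhibition above about 35%, with an unprinted fluorescence ratio check between 0.5 and 1.5, limit read from the data, passing the limit was not always enough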;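 note: 0% = enzyme with substrate and 100% = substrate without enzyme; some results filed as inactive read as strong as hits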
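Test system: Human Csn5 produced in HEK293T cells | Compound: 12.5 µM single point | Times: 90 min, room temperature | Signal: Fluorescence polarization readout | Read-out basis: % inhibition of substrate cleavage by Csn5 | Controls: no-enzyme wells high, enzyme-with-substrate wells low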
STEP block – STEP (human) phosphatase inhibition. inhibition, % at 20 µM. P54829. 360,000 compounds, 0.25% hits. recombinant STEP, OMFP fluorogenic substrate, fluorescence;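 active = inhibition at 20 µM, scaled per plate between control wells, above about 37%, limit read from the data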;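 note: 0% = DMSO with enzyme and substrate and 100% = substrate only without enzyme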
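medium = Bis-Tris buffer pH 6.0, 2.5 mM DTT, 0.005% Tween 20 | test system = STEP (striatal-enriched tyrosine phosphatase) enzyme, cell-free | measure = normalized % inhibition | compound dosing = 20 µM, 1% DMSO | also added = 25 µM OMFP | schedule = reaction 20 min, ambient temperature | measured by = fluorescence read at 480 nm ex / 540 nm em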
Neddyl block – blocks human cullin neddylation. P61081+Q13564. AID 651699. 360,000 compounds, 0.58% hits. TR-FRET cullin neddylation, biochemical. calls only at 25 µM; in the data active = inhibition above about 36%
Target sequence (P61081 whole entry, looked up): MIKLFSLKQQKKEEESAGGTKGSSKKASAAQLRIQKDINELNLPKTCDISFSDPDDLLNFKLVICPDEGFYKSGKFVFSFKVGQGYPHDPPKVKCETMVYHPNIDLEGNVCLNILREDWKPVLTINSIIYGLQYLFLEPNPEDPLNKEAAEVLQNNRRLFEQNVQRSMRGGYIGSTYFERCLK
Target sequence (Q13564 whole entry, looked up): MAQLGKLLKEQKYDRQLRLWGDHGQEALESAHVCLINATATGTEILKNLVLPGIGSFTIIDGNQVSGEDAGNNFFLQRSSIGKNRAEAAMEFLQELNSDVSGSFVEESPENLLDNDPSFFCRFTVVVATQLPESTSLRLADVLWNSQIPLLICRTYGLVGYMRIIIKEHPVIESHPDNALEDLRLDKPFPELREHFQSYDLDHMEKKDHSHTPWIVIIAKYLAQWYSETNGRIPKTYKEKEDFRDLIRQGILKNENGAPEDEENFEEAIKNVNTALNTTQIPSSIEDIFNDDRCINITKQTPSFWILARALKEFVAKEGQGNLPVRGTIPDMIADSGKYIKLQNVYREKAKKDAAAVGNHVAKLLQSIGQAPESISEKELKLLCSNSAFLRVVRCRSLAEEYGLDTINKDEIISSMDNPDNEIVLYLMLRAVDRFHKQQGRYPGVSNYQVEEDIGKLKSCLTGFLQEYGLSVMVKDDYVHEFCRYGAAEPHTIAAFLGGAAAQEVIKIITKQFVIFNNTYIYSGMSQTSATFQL
Rpn11 block – blocks the human proteasome subunit Rpn11; O00487; human 26S proteasome, Ub4-pepOG fluorescence polarization; 20S core pre-blocked with epoxomicin; calls only at 20 µM; 360,000 compounds, 0.59% hits; AID 588493;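 active = inhibition at 20 µM, scaled to each plate's controls, above about 33%, limit read from the data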
* = called active by the depositor; i = inactive; x = not tested or not shown; + = active, no number.

Structure	NadD block	Rin1-Abl PPI inh	DNMT1 block	LMPTP block	Scp1 inh	SUMO1-SIM PPI	CSN inh	STEP block	Neddyl block	Rpn11 block
O=C1[C@H]2[C@@H](c3ccc(Cl)cc3)N3C(=O)N(c4cccc(F)c4)C(=O)[C@@]3(Cc3ccc(Cl)cc3)[C@H]2C(=O)N1C1CCCCC1	14	2	-6	2.5	-8	4	3	-2	i	i
COc1ccc(F)cc1S(=O)(=O)N1CCCCC1	-6	-1	23	-0.8	-6	10	-1	4	i	i
CC1CCC2(CC1)NC(=O)N(CC(=O)Nc1nc(-c3ccc(F)cc3)cs1)C2=O (stereo not drawn)	4	-3	5	-2.1	-2	-3	9	-2	i	i
COc1ccc(CCN2CC(C(=O)O)CC2=O)cc1 (stereo not drawn)	6	0	0	-3.3	-2	6	-4	-6	i	i
O=[N+]([O-])c1ccc(N2CCOCC2)cc1NCc1ccccc1	-6	-5	-1	3.2	-13	-30	-8	2	i	i
Cc1cc(C)cc(SCc2noc(C(=O)NCc3ccccc3)c2C(=O)NCc2ccccc2)c1	-14	5	-5	3.9	-5	-1	-3	8	i	i
CC1(C)CC(=O)c2sc(NC(=O)CN3CCOCC3)nc2C1	2	-2	0	-0.2	6	-2	5	1	i	i
CCc1ccc(S(=O)(=O)Nc2ccc(-c3nc4cccnc4s3)cc2)s1	2	-3	-6	0.0	-6	-9	1	-4	x	i
COc1ccccc1CNc1nc(NCc2cnc(C)cn2)c2sccc2n1	3	2	3	80*	x	2	2	0	i	i
CN1CCCN(C(=O)c2ccc(Cl)c(S(=O)(=O)N(C)c3ccccc3)c2)CC1	-8	0	2	-11	-5	-2	1	-1	i	i
Cc1c(C(=O)N2CCN(c3ccccc3)CC2)oc2c1C(=O)CC(C)(C)C2	-5	1	0	0.8	-7	7	1	4	i	i
CCOC(=O)N1CCN(C(=O)CCn2c(=O)[nH]c3ccsc3c2=O)CC1	3	-2	1	1.4	-13	7	2	2	i	i
CN(C)CCCNC(=O)/C(=N\O)c1ccccc1	-5	2	1	-3.0	-1	-2	-1	-2	i	i
CCOc1ccc(-c2ccc(SCc3ccccn3)nn2)cc1	1	-1	-2	-1.2	-6	5	-6	0	i	i
O=C(Nc1ccc(F)cc1)c1cnccn1	-3	3	-1	-1.5	x	1	2	-3	i	i
CCCc1cc(=O)n2[nH]c(-c3ccc(OC)cc3)nc2n1	-2	-5	3	-0.6	-2	2	-8	1	i	i
O=C(c1ccco1)N1CCN(c2nc3ccsc3c(=O)s2)CC1	-3	-8	4	1.7	-8	-6	0	3	i	i
O=C(/C=C/c1ccc(Cl)cc1Cl)Nc1ccc(CN2CCOCC2)cc1	-7	2	-5	0.0	-3	-14	0	2	i	i
CCc1noc(C)c1C(=O)OCC(=O)Nc1ncc(Cl)cc1Cl	-7	-1	-1	2.3	-7	-2	2	0	i	i
CCOC(=O)C(C(=O)OCC)C(c1ccccc1)N1CCN(c2ccccc2)CC1 (stereo not drawn)	2	3	-1	1.2	-4	-1	0	1	i	i
CC(=O)c1ccc(N2CCN(C(=O)Nc3ccc(C)cc3)CC2)cc1	1	0	-2	-0.9	-6	2	0	-2	i	i
COc1cc(C(=O)N2CCN(C(=O)C3CC3)CC2)cc(OC)c1OC	-3	-4	-2	-0.5	-7	-1	0	-1	i	i
CCOc1c(CNCCN2CCOCC2)cccc1OC	-4	2	7	-1.0	-2	-1	-1	-2	i	i
CC1SC2(NC1=O)C1CC3CC(C1)CC2C3 (stereo not drawn)	-1	1	2	-1.0	-1	1	8	-1	i	i
Cc1cccc(NC(=O)C2CCCN(S(=O)(=O)c3cccc4nsnc34)C2)c1 (stereo not drawn)	7	-2	-4	0.1	-5	-48	0	-2	i	i
COc1ccc(C(CC(=O)N2CCCCC2)c2c(OC)cc(OC)c3ccc(=O)oc23)cc1 (stereo not drawn)	6	-2	11	1.1	2	-13	0	0	+	i
Cc1cc(Cl)ccc1NC(=O)C1CCN(S(C)(=O)=O)CC1	-8	1	-2	-1.2	-9	-1	-2	-3	i	i
Cn1c(=O)[nH]c(=O)c2c1nc(NCc1ccco1)n2CCCc1ccccc1	8	-1	1	0.4	-2	1	-2	-4	i	i
Cc1cc(NC(=O)CSc2nnc(C3CC3)n2-c2ccccc2)no1	-1	1	-3	-1.1	-1	-1	1	-4	i	i
C=CCCC(=O)NC1CC(C)(C)Cc2c1cnn2-c1ccc(OC)cc1 (stereo not drawn)	-4	2	0	-0.9	-5	-2	1	0	i	i

Continued:
Structure	NadD block	Rin1-Abl PPI inh	DNMT1 block	LMPTP block	Scp1 inh	SUMO1-SIM PPI	CSN inh	STEP block	Neddyl block	Rpn11 block
COC(=O)[C@@](C)(O)C1(C(=O)SC(C)(C)C)CC1	4	1	4	-1.6	17	2	1	0	i	i
CC(Oc1ccc([N+](=O)[O-])cc1)C(=O)NCCCN1CCOCC1 (stereo not drawn)	-3	2	2	-6.0	-5	-8	0	0	i	i
CC1CC(C)(C)CC2(C1)NC(=O)N(CC(=O)N(Cc1ccccc1)c1ccccc1)C2=O (stereo not drawn)	2	-1	-5	1.9	-7	1	2	-2	i	i
CCOC(=O)c1ccc(NC(=O)c2nc[nH]c2C(=O)N(C)CCO)cc1	-1	-2	-1	-2.2	x	1	-4	0	i	i
CCC(Oc1ccccc1)C(=O)Nc1cc(C(F)(F)F)ccc1N1CCOCC1 (stereo not drawn)	1	-1	5	3.4	-4	7	6	1	i	i
Oc1c(Cl)c(Cl)c2ncccc2c1Cl	0	2	-2	-3.3	-10	-18	1	-2	i	i
O=C(CCCN1C(=O)NC2(CCCC2)C1=O)Nc1ccc(Cl)c(S(=O)(=O)N2CCOCC2)c1	-2	1	-1	-0.6	-4	0	0	0	i	i
Cn1cccc1C(=O)NC(=O)CSc1nnc(C2CC2)n1-c1ccccc1	0	1	-14	-2.1	1	0	-3	5	i	i
O=C(NCc1ccccn1)C(=O)NCC1OCCN1S(=O)(=O)c1ccc([N+](=O)[O-])cc1 (stereo not drawn)	-5	-2	0	0.9	-5	-34	1	-3	i	i
Cc1ccc(CCNC(=O)C2CCN(S(=O)(=O)c3c(C)nn(C)c3C)CC2)cc1	8	4	-3	-0.8	-2	-1	0	-2	i	i
CCN(CC(=O)NCc1cccs1)C(=O)c1ccc(C)o1	-1	4	2	-0.8	-7	5	1	-2	i	i
COc1ccc(CN2CCC[C@]3(N[C@H](c4ccc(C)cc4)[C@@H]4C(=O)N(C)C(=O)[C@@H]43)C2=O)cc1	5	0	2	-1.8	x	4	2	-2	i	i
N#Cc1c(-c2ccc(F)cc2)cc(C2CC2)nc1SCC(=O)c1cccs1	0	5	1	2.2	1	-39	-14	2	i	i
COc1cc(NC(=O)COC(=O)CC(NC(C)=O)c2ccccc2)cc(OC)c1 (stereo not drawn)	0	4	0	-0.8	-3	0	3	0	i	i
NC(=S)Nc1cccc(O)c1	-2	0	-1	-0.5	-7	2	3	-1	i	i
O=C1c2cc(Br)ccc2N(Cc2ccc(Br)cc2)S(=O)(=O)C1c1cc(Cl)c(Cl)cc1[N+](=O)[O-] (stereo not drawn)	32*	0	-9	3.9	-4	20	-2	4	i	i
COc1ccc2oc(-c3ccccc3)c(C(=O)N(C)C)c2c1	-1	0	-7	1.2	-8	4	-2	1	x	i
CC(=O)NCCC(=O)N1CCCC(N(C)CCc2ccccc2)C1 (stereo not drawn)	0	-3	0	-2.3	4	-4	1	0	i	i
CN(C)CCCn1c2c(c(SCC(=O)Nc3ccc4c(c3)OCO4)nc1=O)CCC2	4	-1	1	0.4	-3	-1	5	3	i	i
CCOC(=O)c1sc2nc(CC(=O)OC)nc(NCCN3CCOCC3)c2c1C	-3	-4	-4	-3.2	-4	0	-3	-8	i	i
CCOc1ccccc1NC(=O)C(=O)NCC1CCCN1CC (stereo not drawn)	3	-1	1	-1.5	-7	0	0	-3	i	i
COc1ccc(NC(=O)CNC(=O)c2sc3ccccc3c2Cl)c(OC)c1	-4	-7	42	-5.7	-10	-5	3	4	i	i
CCn1c(SCC(=O)NCCc2ccc(Cl)cc2)nnc1-c1cccs1	-1	-6	-6	0.7	-9	-5	0	-1	i	i
O=C(OCC(=O)N1CCc2ccccc21)C1=COCCO1	11	-4	0	-0.5	6	-2	0	0	i	i
O=C(CN1C(=O)C2CCCCC2C1=O)Nc1nccs1 (stereo not drawn)	-6	-2	5	-1.6	-3	2	0	1	i	i
COCCn1c(SCC(=O)Nc2ccc(OC)c(S(N)(=O)=O)c2)nc2ccccc21	-5	0	22	-0.8	-11	0	-2	-1	i	i
Cc1cc(C)c(C#N)c(SCC(=O)Nc2cccc(S(=O)(=O)N3CCCC3)c2)n1	2	-144	4	1.1	-2	-14	1	-2	i	i

An excerpt from above in order of formula weight, descending.
Structure	NadD block	Rin1-Abl PPI inh	DNMT1 block	LMPTP block	Scp1 inh	SUMO1-SIM PPI	CSN inh	STEP block	Neddyl block	Rpn11 block
CC1CC(C)(C)CC2(C1)NC(=O)N(CC(=O)N(Cc1ccccc1)c1ccccc1)C2=O (stereo not drawn)	2	-1	-5	1.9	-7	1	2	-2	i	i
N#Cc1c(-c2ccc(F)cc2)cc(C2CC2)nc1SCC(=O)c1cccs1	0	5	1	2.2	1	-39	-14	2	i	i
CCOc1ccccc1NC(=O)C(=O)NCC1CCCN1CC (stereo not drawn)	3	-1	1	-1.5	-7	0	0	-3	i	i

Screening results (PubChem)
